Bioassay records from PubChem BioAssay.
Mtb RmlCD inh = M. tuberculosis RmlC/RmlD coupled enzyme inhibitors, primary screen, biochemical, compound mixtures, 384-well, from 1536-well plates; dTDP-4-dehydrorhamnose reductase (Mycobacterium tuberculosis (strain ATCC 25618 / H37Rv)) …; RmlC+RmlD coupled enzyme assay, percent inhibition; primary screen in compound mixtures; inhibition, % at 3.6 µM; 160,000 compounds, 0.03% hits; in the data active = inhibition mostly above about 34%, no sharp cut-off; also: some results filed as inactive read as strong as hits
Target sequence (P9WH09 whole entry, looked up): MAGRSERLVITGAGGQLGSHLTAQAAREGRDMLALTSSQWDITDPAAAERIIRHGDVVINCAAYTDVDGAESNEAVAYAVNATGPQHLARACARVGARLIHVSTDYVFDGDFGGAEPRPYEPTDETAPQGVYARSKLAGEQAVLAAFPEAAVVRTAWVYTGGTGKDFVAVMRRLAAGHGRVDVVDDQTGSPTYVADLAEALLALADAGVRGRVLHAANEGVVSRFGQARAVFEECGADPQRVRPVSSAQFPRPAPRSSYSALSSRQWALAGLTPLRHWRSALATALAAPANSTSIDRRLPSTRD
Target sequence (P9WH11 whole entry, looked up): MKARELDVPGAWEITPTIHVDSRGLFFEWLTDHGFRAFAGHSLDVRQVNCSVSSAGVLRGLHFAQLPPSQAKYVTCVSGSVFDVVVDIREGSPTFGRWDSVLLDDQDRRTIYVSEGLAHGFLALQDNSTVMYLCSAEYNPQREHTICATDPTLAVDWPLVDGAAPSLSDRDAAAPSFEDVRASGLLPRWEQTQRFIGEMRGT
GlmU inhibition = inhibition of mycobacterial GlmU enzyme – biochemical, glucosamine-1-phosphate acetyltransferase (AID 1376); Bifunctional protein GlmU (Mycobacterium tuberculosis (strain ATCC 25618 / H37Rv)); M. tuberculosis GlmU acetyltransferase enzyme assay; higher % means a stronger effect; inhibition, %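 (tested at 30 µM in the primary screen)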, or IC50 in µM where a hit was titrated; 220,000 compounds, 0.25% hits; in the data active = inhibition above about 13%;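 also: 0% = complete reaction with vehicle and 100% = reaction without substrate; strong numbers were not always called active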
* = called active by the depositor; . = not tested or not shown.

SMILES	Mtb RmlCD inh	GlmU inhibition
C(=N\Nc1ccc2ccccc2n1)/c1ccc2c(c1)OCO2	.	-2.3%
COC(=O)c1ccc(-n2c(C)cc(C(=O)CSc3cccc[n+]3[O-])c2C)cc1	3.7	-4.8%
Fc1ccccc1CSc1nnc(-c2ccccc2)o1	.	5.4%
Cc1cc(C)cc(NC(=O)COc2ccc3c(C)c(Cc4ccccc4)c(=O)oc3c2)c1	.	1.9%
CCOC(=O)C(CC)Sc1nc(N)c(NC(=O)c2ccc(OC)c(OC)c2)c(=O)[nH]1 (stereo not given)	3.7	-1.8%
O=C(Nc1cc(-c2nc3ccccc3s2)ccc1Cl)c1ccc2c(c1)OCO2	.	-2.0%
CC(C)NC(=O)c1onc(CSc2ccc(Cl)cc2)c1C(=O)O	.	9.1%
O=C(CN(Cc1ccccc1)C(=O)CSc1nnc(COc2ccccc2)o1)NC1CCCC1	.	2.5%
Cn1cccc1-c1cc(C(=O)N/N=C/C=C/c2ccccc2)[nH]n1	-12.1	-2.3%
O=C1c2cccnc2C(O)N1Cc1ccc(F)cc1 (stereo not given)	.	3.0%
CNc1nc(Nc2ccc(Br)cc2)nc(N)c1[N+](=O)[O-]	4.2	2.0%
COc1cccc2cc(-c3csc(CCn4nc(C)cc4C)n3)c(=O)oc12	8.3	5.5%

Grouped by structure, those above with a carbonyl joined to an NH by a bond outside any ring
SMILES	Mtb RmlCD inh	GlmU inhibition
Cc1cc(C)cc(NC(=O)COc2ccc3c(C)c(Cc4ccccc4)c(=O)oc3c2)c1	.	1.9%
CCOC(=O)C(CC)Sc1nc(N)c(NC(=O)c2ccc(OC)c(OC)c2)c(=O)[nH]1 (stereo not given)	3.7	-1.8%
O=C(Nc1cc(-c2nc3ccccc3s2)ccc1Cl)c1ccc2c(c1)OCO2	.	-2.0%
CC(C)NC(=O)c1onc(CSc2ccc(Cl)cc2)c1C(=O)O	.	9.1%
O=C(CN(Cc1ccccc1)C(=O)CSc1nnc(COc2ccccc2)o1)NC1CCCC1	.	2.5%
Cn1cccc1-c1cc(C(=O)N/N=C/C=C/c2ccccc2)[nH]n1	-12.1	-2.3%

More records:
SMILES	Mtb RmlCD inh	GlmU inhibition
Cc1c(C(=O)N2CCC(C)CC2)cccc1[N+](=O)[O-]	-7.9	3.6%
CN1CCN(c2nc3c(c(=O)n(C)c(=O)n3C)n2CC(N)=O)CC1	-5.5	2.3%
CN(CCc1ccccn1)C(=O)Nc1ccc(F)cc1	.	4.9%
Cc1cccc(CN2CCN(CC(=O)NCc3ccc(F)cc3)C2=O)c1	.	1.8%
CCOC(=O)C1=C(NC(=S)NC(=O)c2ccccc2)c2ccccc2CC1(C)C	97.0	0.2%
COc1ccc(N(C(=O)CS(=O)CC(=O)Nc2ccc(F)cc2)C(C(=O)NC2CCCCC2)c2cccs2)cc1 (stereo not given)	5.9	-1.9%
COc1ccc(CCN2CC(O)=C(c3nc(C)cs3)C2=N)cc1OC	11.5	2.5%
Cn1c(Cc2ccccc2)nnc1SCC(=O)c1cccs1	.	-2.4%
CC(=NCc1ccc2c(c1)OCO2)c1c(O)n(-c2ccccc2)c(=O)[nH]c1=O	13.6	5.3%
Cc1ccc(C(=O)N2CCN=C2SCc2ccc([N+](=O)[O-])cc2)cc1C	-3.5	2.3%
COc1ccc(/C=C/C(=O)NCCOc2ccccc2OC)cc1	2.6	2.7%
CCOC(=O)c1cc(-c2ccc(Cl)s2)[nH]n1	-13.7	-4.4%
COc1cc2c(cc1/C=C/C(=O)O)OC(C)C2 (stereo not given)	-2.9	-1.8%
Brc1ccc(-c2nnc(-c3ccccc3)o2)o1	.	0.8%
O=[N+]([O-])c1ccc(NCc2ccc3c(c2)OCO3)cc1	7.4	-6.2%
O=S(=O)(Nc1cccc(CCc2ccccn2)c1)c1ccc(Cl)cc1	-1.8	3.4%
COc1ccc(S(=O)(=O)Nc2ccc(F)c(Cl)c2)cc1OC	.	0.9%
CN(C)C(=O)CSc1nnc(CCCCCNC(=O)OC(C)(C)C)o1	-276.5	5.1%
Cc1cc(C)c(C)c(OCC(=O)NCC2CCCO2)c1 (stereo not given)	33.3	-1.8%
CCN1CCN(C(C(=O)NC2CCCC2)c2ccc(Cl)cc2)CC1 (stereo not given)	3.7	-0.5%
COC(=O)[C@H](CCSC)NC(=O)NCCC1=CCCCC1	27.6	4.9%
O=C(NC(=O)c1cccc(OC(F)(F)C(F)F)c1)OC1CCS(=O)(=O)C1 (stereo not given)	6.1	-0.2%
CC(C)n1cnnc1SCC(=O)Nc1cccc(S(=O)(=O)N(C)c2ccccc2)c1	.	-6.6%
O=C(Nc1cccc2ccccc12)c1nn(C23CC4CC(CC(C4)C2)C3)cc1[N+](=O)[O-]	.	-4.4%
COc1cc(C2NCCC(=O)C2(C)C)cc(OC)c1OC (stereo not given)	-0.6	2.5%
Cc1ccc(C(=O)NCC2(c3ccccc3)CCCC2)cc1	.	2.1%
O=c1[nH]c(=O)c2nc3c4ccccc4c4ccccc4c3nc2[nH]1	.	8.9%
COc1ccc2cnn(-c3ccc(OC(F)(F)F)cc3)c(=O)c2c1OC	3.5	3.1%
COc1cc(/C=C2/SC(=O)N(Cc3ccccc3)C2=O)ccc1OCc1ccncc1	14.8	-5.6%
COC(=O)c1sccc1-n1cccc1C(=O)C(=O)N1CCCCC1	.	3.4%
c1ccc2[nH]c(SCCN3CCOCC3)nc2c1	.	1.2%
CON1C(=O)CN(C(C)=O)C1c1ccc(Cl)cc1Cl (stereo not given)	.	2.4%
COc1ccc(-n2c(C)nc3c(cnn3-c3ccc(C)c(C)c3)c2=O)cc1	39.6	-4.7%
O=C(CSc1nnnn1-c1ccccc1)NC1CCCc2ccccc21 (stereo not given)	-9.6	0.4%
O=S(=O)(Nc1ncccn1)c1ccc(NC(=S)Nc2cccc(Cl)c2)cc1	1.5	-0.2%
CCCOc1cccc(C(=O)N(Cc2ccc(OC)c(OC)c2)C2CCS(=O)(=O)C2)c1 (stereo not given)	-12.8	-2.4%
C#CCNC(=O)C1=C[C@@H](c2ccc3c(c2)OCO3)C[C@@H](OCc2ccc(CO)cc2)O1	.	-6.6%
COc1c(F)c(F)c(C(=O)Nc2ccccc2N2CCN(C(=O)C(C)C)CC2)c(F)c1F	1.9	-2.3%
O=C(C1=C(O)C(=O)N(Cc2ccccc2)C1c1cccnc1)c1ccco1 (stereo not given)	.	-5.7%
COc1ccc(/C=N/S(=O)(=O)c2ccc(C)cc2)cc1	6.9	0.8%
O=c1c2c(nc3nc[nH]n13)CCC2	-9.1	0.9%
CC(C)=C1C2CCC1C1C(=O)N(c3nc(-c4ccccc4)c(C)s3)C(=O)C21 (stereo not given)	5.4	-7.1%
C=CCOc1cccc(CNc2cccc(C(=O)O)c2)c1	.	0.1%
CN=CC1=C(O)c2ccccc2C1=O	12.7	-3.5%
COc1ccc(-c2nn(-c3ccccc3C)cc2CNC(C)Cn2cncn2)cc1F (stereo not given)	-10.8	-2.7%
COC(=O)c1c(NC(=O)CSc2nnc(-c3ccco3)n2C)sc(C)c1C	.	-3.4%
CCCCNC(=S)N1CCn2cccc2C1c1ccccc1 (stereo not given)	7.4	-0.4%
COc1ccc(/C(O)=C2/C(=O)C(=O)N(CCCC(=O)O)C2c2ccc(OC)cc2)cc1 (stereo not given)	18.0	.
CCC1(CC)C(=O)NC(=Nc2cccc(C(F)(F)F)c2)NC1=O	-5.8	4.1%
COC(=O)CC(NC(=O)c1ccco1)c1ccc(C(C)C)cc1 (stereo not given)	.	4.8%
C[N+]1(CCNC(=O)/C=N/O)CCCCC1	.	-0.6%
CCCN(Cc1nnc(-c2ccccc2Cl)o1)C(=O)c1cc([N+](=O)[O-])cc([N+](=O)[O-])c1	-10.2	9.7%
Cc1ccc(CNC(=O)CS(=O)Cc2nc(-c3ccccc3C)oc2C)cc1 (stereo not given)	-8.3	-1.5%
O=C(NCC1CCCO1)c1ccc(CNS(=O)(=O)c2ccc(F)c(Cl)c2)cc1 (stereo not given)	-2.5	-4.2%
COc1ccc(NC(=O)CSc2ccccn2)cc1OC	.	7.4%
COc1ccccc1CN1C(=O)CCC1(C)C(=O)NC1CCCCCC1 (stereo not given)	.	6.1%
C/C(Cc1ccccc1)=N\NC(=O)CNC(=O)c1ccc(Br)cc1	-11.3	1.1%
COCCn1nnnc1C(c1cccs1)N1CCN(c2cccc(C(F)(F)F)c2)CC1 (stereo not given)	26.1	6.6%
Cc1nc2ccccc2nc1OCC(=O)Nc1ccc2ccccc2c1	9.6	-0.2%
CCCCCCCC1CC(CSC(=N)N)OC1=O (stereo not given)	-7.5	-0.2%
Other compounds
SMILES	Mtb RmlCD inh	GlmU inhibition
COC(=O)c1ccc(NC(=S)N2CCN(Cc3ccc(Cl)cc3)CC2)cc1	.	0.2%
OC(COc1ccccc1)CSc1ncn[nH]1 (stereo not given)	.	1.5%
O=[N+]([O-])c1cc(S(=O)(=O)N2CCCC2)ccc1NN=C1CCCCC1	-32.4	-0.4%
CCCCNC(=O)C(=O)c1ccccc1NC(C)=O	0.6	-3.9%
CCc1ccc2[nH]c(=O)c(C(c3nnnn3CC3CCCO3)N3CCCc4ccccc43)cc2c1 (stereo not given)	0.2	-1.3%
NC(=S)NNC(=O)c1cccc(Cl)c1	-2.5	-3.2%
Cc1ccc(NC(=O)c2ccccc2F)cc1S(=O)(=O)N1CCCCCC1	-4.5	-2.7%
CCCC1=NCCn2cccc21	3.7	-0.3%
Cc1ccc(C(=O)NCC(=O)OCC(=O)/C=C2\N(C)c3ccccc3C2(C)C)cc1C	58.6	-3.9%
O=[N+]([O-])c1c(Nc2ccccn2)cc(Cl)c2nonc12	-9.3	-2.4%
O=C(CCCC(=O)OCC(Cl)=C(Cl)Cl)Nc1cccc(F)c1	-5.8	.
CS(=O)(=O)N1CCN(C(=O)COc2ccccc2)CC1	5.2	-8.2%
CCn1ncc(Br)c1C(=O)Nc1ccc(F)cc1F	4.8	-3.9%
c1ccc(-n2nnnc2Sc2n[nH]c(-c3ccncc3)n2)cc1	11.2	9.4%
CCCCC(CC(O)COCC(C)C)C(=O)NNC(=S)Nc1ccccc1 (stereo not given)	5.1	4.6%
Cc1[nH]c2ccccc2c1/C=N/Nc1nc(Nc2ccccc2)nc(N2CCOCC2)n1	.	-5.1%
Cc1ccc(NC(=O)CN2CCC(NC(=O)Cc3ccccc3)CC2)cc1C	47.7	-2.3%
C=CCN1C(=O)NC(=O)/C(=C/c2ccc(OC)c(CSc3ccccn3)c2)C1=O	.	0.6%
O=C(c1ccc(-c2nnc(Nc3cccc(Cl)c3)c3ccccc23)cc1)N1C[C@H]2C[C@H](C1)c1cccc(=O)n1C2	16.7	3.4%
COc1ccc(/C=N/n2c(-c3n[nH]c4c3CCC4)n[nH]c2=S)cc1	6.2	9.7%
Cc1cccc(C(=O)OC(C)CN2CCN(C)CC2)c1 (stereo not given)	19.5	-8.3%
Cc1c(NC(=O)CSc2nc3ccccc3s2)c(=O)n(-c2ccccc2)n1C	-8.1	2.8%
CC1CCCCC1NC(=O)c1ccc2c(c1)[nH]c(=O)n2C1CCCC1 (stereo not given)	-3.4	0.4%
O=C(CSc1nnc(CNc2ccccc2)o1)c1ccc2c(c1)OCCO2	.	1.4%
Nc1cc2c(cc1C(=O)c1ccccc1F)OCCO2	-5.9	-0.8%
COc1ccc(C(=O)NN2C(=O)C3C4C=CC(O4)C3C2=O)cc1 (stereo not given)	11.7	2.0%
COc1ccc(C2SCC(=O)Nc3c2c(=O)[nH]n3C2CCCCC2)cc1 (stereo not given)	13.8	.
O=C(c1ccco1)N1CCN(C(c2ccc(Cl)cc2)c2nnnn2Cc2ccccc2)CC1 (stereo not given)	.	1.0%
Cc1ccc(Nc2nc3nonc3[nH]c2=O)cc1	.	1.9%
COCCn1c(Cc2ccccc2)nnc1SCc1nc2ccccc2c(=O)[nH]1	90.0	-4.8%
Nc1nc(SCc2ccc3c(c2)OCO3)n[nH]1	-4.6	-2.1%
CC12CCC(C(=O)Nc3cc(F)ccc3F)(CC1=O)C2(C)C (stereo not given)	-6.5	1.2%
C=CCNC(=S)N/N=C/c1ccc(-c2ccc(Br)cc2)o1	7.4	3.3%
CCC(C)(C)NC(=O)C(c1ccc(C)cc1)N(CCN1CCOCC1)C(=O)CNC(=O)c1cccs1 (stereo not given)	1.2	-4.6%
CCN1CCN(c2nc3c(c(=O)n(C)c(=O)n3C)n2CCSc2nccc(C)n2)CC1	-5.2	1.1%
Cc1ccc(C(=O)NCc2ccco2)cc1S(=O)(=O)N1CCOCC1	-14.3	-2.4%
O=C(O)CCn1[nH]c(=O)ccc1=O	8.1	-1.2%
Cc1cc(=O)oc2c(CN3CCC(C)CC3)c(O)c(Cl)cc12	2.1	3.8%
CCCCn1nnc(NC(=O)c2ccc(-c3cccc(Cl)c3)o2)n1	-11.3	-6.5%
CCOC(=O)CSc1nc(N)c(C#N)c(CC(C)C)c1C#N	2.0	8.0%
CN1C(=O)/C(=C/c2ccccc2OCc2cccc(F)c2)N(C)C1=S	-0.7	3.1%
CCN(CCCNS(=O)(=O)c1ccc2c(c1)oc(=O)n2C)c1cccc(C)c1	4.0	-6.6%
CCC(=O)OCc1c(C(F)(F)F)nn(C)c1Sc1ccc(Cl)cc1	.	0.9%

Pulled one by one from the entries so far:
SMILES	Mtb RmlCD inh	GlmU inhibition
COCCn1c(Cc2ccccc2)nnc1SCc1nc2ccccc2c(=O)[nH]1	90.0	-4.8%
CC12CCC(C(=O)Nc3cc(F)ccc3F)(CC1=O)C2(C)C (stereo not given)	-6.5	1.2%
CCCCC(CC(O)COCC(C)C)C(=O)NNC(=S)Nc1ccccc1 (stereo not given)	5.1	4.6%
CCN1CCN(C(C(=O)NC2CCCC2)c2ccc(Cl)cc2)CC1 (stereo not given)	3.7	-0.5%

An excerpt; count on the stated rates, not on these rows.
